Compound activity: PubChem BioAssay, several laboratories
HTRA1 inh = blocks human HTRA1 serine peptidase. recombinant HTRA1, FP-rhodamine activity-based probe, fluorescence polarization. inhibition, % at 5.96 µM. actives 0.5% (n = 340,000); in the data active = inhibition above about 36%;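 also: 0% = enzyme with DMSO and 100% = wells lacking enzyme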
Rev-erbA mod = Rev-erb alpha (human) modulation. P20393. Rev-erbα–FITC-DNA binding, fluorescence polarization, 90 min. activity, % at 10 µM. actives 0.79% (n = 370,000);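 active = activity above about 14%, limit read from the data; passing the limit was not always enough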;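 also: 0% = DMSO wells with 35 nM protein and 100% = DMSO wells with 750 nM protein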
Target sequence (P20393 whole entry, looked up): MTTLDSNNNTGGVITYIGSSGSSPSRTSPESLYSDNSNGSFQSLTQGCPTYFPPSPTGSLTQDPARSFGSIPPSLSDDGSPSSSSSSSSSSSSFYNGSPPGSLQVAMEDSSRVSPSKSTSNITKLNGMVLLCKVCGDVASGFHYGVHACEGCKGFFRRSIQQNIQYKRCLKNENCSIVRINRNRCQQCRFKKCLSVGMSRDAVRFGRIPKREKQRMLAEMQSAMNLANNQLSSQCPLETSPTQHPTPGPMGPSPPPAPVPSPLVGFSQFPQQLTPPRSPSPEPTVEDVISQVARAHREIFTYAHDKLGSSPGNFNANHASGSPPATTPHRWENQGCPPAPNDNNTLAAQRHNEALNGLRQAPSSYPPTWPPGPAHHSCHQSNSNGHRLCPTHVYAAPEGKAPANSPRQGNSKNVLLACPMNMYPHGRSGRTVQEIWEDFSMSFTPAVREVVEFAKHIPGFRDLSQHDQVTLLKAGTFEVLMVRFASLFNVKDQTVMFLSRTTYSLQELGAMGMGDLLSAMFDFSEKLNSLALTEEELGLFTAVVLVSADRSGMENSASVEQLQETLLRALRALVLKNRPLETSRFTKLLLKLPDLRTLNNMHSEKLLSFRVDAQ
TDP2 absorb = blocks human TDP2 phosphodiesterase activity; O95551; recombinant TDP2, T5PNP hydrolysis, p-nitrophenol absorbance 415 nm; inhibition, % at 12.8 µM; actives 0.34% (n = 370,000); AID 720702;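 active = inhibition above the mean of all tested compounds plus 3 SD, set per campaign, cut at about 25% in these data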;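 also: 0% = DMSO with enzyme and 100% = buffer with substrate but no TDP2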
Target sequence (O95551 whole entry, looked up): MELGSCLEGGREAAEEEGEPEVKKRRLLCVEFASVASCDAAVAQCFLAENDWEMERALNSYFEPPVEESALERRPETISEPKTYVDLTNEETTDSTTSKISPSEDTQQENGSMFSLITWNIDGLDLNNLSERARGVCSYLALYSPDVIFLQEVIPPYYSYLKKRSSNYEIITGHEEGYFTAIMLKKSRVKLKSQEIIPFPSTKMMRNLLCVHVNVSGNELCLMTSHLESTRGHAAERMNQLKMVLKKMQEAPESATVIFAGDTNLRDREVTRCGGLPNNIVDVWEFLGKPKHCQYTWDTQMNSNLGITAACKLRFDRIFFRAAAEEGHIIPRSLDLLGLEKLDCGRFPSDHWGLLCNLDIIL
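Assay system: Recombinant human TDP2 | Quantity: 120 nM TDP2 per well | Incubation: 2 h at 37 °C | Signal: Epi absorbance | Evaluation: Percent inhibition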
mABHD4 FP = ABHD4 (mouse) inhibition, primary FP screen. purified mABHD4, FP-Rh probe fluorescence polarization. inhibition, % at 8.92 µM. actives 0.54% (n = 370,000). AID 720543;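 active = inhibition exceeding the mean over every tested compound plus 3 SD, cut at about 30% in these data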;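 also: 0% = plate median of compound wells and 100% = S159A mutant with DMSO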
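Test system: mABHD4 protein | Buffer or medium: HEPES pH 7.0 buffer, 150 mM NaCl, 0.01% Pluronic F-127 | Probe or stimulus: FP-Rh fluorescent activity-based probe, added after compound pre-incubation | Timing: Pre-incubation 45 min, probe exposure 60 min, at 25 °C | Technique: Fluorescence polarization, excitation 525 nm, emission 598 nm, BODIPY TMR filters | Repeats: Single well per compound (singlicate)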
LEDGF integ inh = blocks HIV-1 LEDGF/p75-dependent DNA integration; TR-FRET IN-LEDGF/p75 DNA integration, Eu/Cy5; inhibition, % at 3.7 µM; AID 743269; actives 0.64% (n = 370,000);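 active = inhibition above the screen-wide mean plus 3 SD, cut at about 13% in these data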;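 also: signal is the Cy5 over europium emission ratio at 671 and 618 nm; 0% = plate median of compound wells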
rCAG RNA binder = binds r(CAG) RNA repeats | inhibition, % at 3 µM | actives 1.3% (n = 370,000) | AID 651821 | r(CAG) RNA repeat, TO-PRO-1 dye displacement fluorescence;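 active = inhibition above the plate cutoff, the mean of all test compounds on that plate plus 3 SD, cut at about 35% in these data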;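 also: 0% = DMSO alone and 100% = 100 µM mitoxantrone as full dye displacement; higher means more dye released from RNA so lower well fluorescence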
PRMT1 FP inh = blocks human protein arginine methyltransferase 1. Q99873. recombinant PRMT1, activity-based probe fluorescence polarization. inhibition, % at 2.79 µM. actives 1.3% (n = 370,000);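 active = inhibition above about 21% made by adding two undisclosed values, limit read from the data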
PG9 binder = PG9 antibody binding by small molecule; TR-FRET gp120-PG9 antibody binding; inhibition, % at 6.7 µM; actives 0.43% (n = 360,000); AID 624416; in the data active = inhibition above about 8.5%
SIAE inh = human SIAE inhibition, primary screen. Q9HAT2. SIAE FP-Rh probe binding, fluorescence polarization. inhibition, % at 9.66 µM. actives 0.69% (n = 370,000). AID 1053197;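 active = inhibition above a cutoff: mean of compounds within the control limits plus 3 SD of those, cut at about 17% in these data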;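 also: 0% = plate median of compound wells and 100% = probe without SIAE protein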
TCR-CD3 inh = inhibitors of human TCR-CD3 interaction | AID 651800 | actives 0.37% (n = 360,000) | TAMRA-labeled TCR probe fluorescence, biochemical | inhibition, % at 9.4 µM; in the data active = inhibition above about 19%;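 also: recombinant mutant TCR 2C K166C tagged with TAMRA read by polarization; 0% = receptor in buffer alone and 100% = receptor with positive control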
* hit, by the source's call; . = no result given; & = joins results of further samples. Not all compounds are listed; count on the stated rates, not on these rows.

item	SMILES	HTRA1 inh	Rev-erbA mod	TDP2 absorb	mABHD4 FP	LEDGF integ inh	rCAG RNA binder	PRMT1 FP inh	PG9 binder	SIAE inh	TCR-CD3 inh
1	O=C(NCc1ccccc1CN1CCCC1)c1ccc(Cl)c(N2CCCC2=O)c1	-1	1	-17	-11	2	2	-4	0.1	-8	0
2	CCOc1ccc(S(=O)(=O)n2cnc(C)c2)cc1	10	6	15	6	3	-1	-6	-0.2	17*	-1
3	O=S(=O)(CC1NCc2cc(F)ccc21)NC1CCCC1 (configuration not stated)	.	5	-12	-3	1	9	11	.	3	.
4	CCN(CC(=O)NCc1cccs1)C(=O)c1ccc(OC)c(OC)c1	7	0	-5	-5	2	-2	0	-0.8	0	-1
5	Cc1cccc(NC(=O)c2ccc(COc3ccccc3[N+](=O)[O-])o2)n1	-13	-3	3	-5	2	1	-1	0.1	0	6
6	Cc1ccc(N=Cc2c(O)n(-c3nccs3)c(=O)c3ccccc23)cc1	2	-9	7	1	0	-1	-2	-1.0	5	8
7	CCN(CC)S(=O)(=O)c1ccc(C(=O)Oc2coc(CSc3nc(C)cc(C)n3)cc2=O)cc1	-8	-6	4	10	2	-4	4	-1.3	4	-5
8	NC(=NC(=O)c1ccc(OCC(F)(F)F)nc1)c1ccc(Cl)cc1	-3	7	8	-8	5	-1	2	-0.3	-4	6
9	O=C(CSC(=S)N1CCCC1)Nc1cc2c(cc1Br)OCCO2	3	4	12	-2	0	2	2	-0.7	5	5
10	OC(c1ccccc1)(c1ccccc1)c1ncc[nH]1	-1	4	9	5	0	0	0	-1.4	-1	-1
11	C[C@@H]1CN(c2ccc(N3CCNC[C@@H]3C)cc2C#N)C[C@H](C)O1	.	-6	4	-3	-3	0	5	3.0	4	8
12	Cc1csc(NC(=O)CSc2ccc3nnc(-c4ccncc4)n3n2)n1	5	-7	3	9	-1	4	0	-1.5	1	4
13	Cc1ccc(N(C(=O)c2csnn2)C(C(=O)NC2CCCC2)c2ccncc2)c(C)c1 (configuration not stated)	2	-5	-6	-5	3	-6	-5	0.0	7	-4
14	Cc1[nH]nc2c1C1(CCN(Cc3ccccc3)CC1)C(C#N)=C(N)O2	3	-6	-1	12	3	-15	34*	2.7	6	-1
15	CCN(CC(=O)NC(C)(C)C)C(=O)c1ccccc1SCC(=O)NC1CCCCCCC1	0	-1	-5	5	2	-8	0	-1.5	-4	2
16	O=C(NCc1ccc2c(c1)OCO2)c1ccccc1Cl	3	-2	-1	-2	7	-1	-2	-2.1	-3	7
17	O=S(=O)(c1ccccc1)N1CCN(Cc2ccc(Cl)cc2)CC1	-2	-1	1	-4	-1	-7	-1	-1.2	-7	1
18	CCCCn1c(N)c(N(CC)C(=O)c2cnc(C)cn2)c(=O)[nH]c1=O	2	-4	-11	-13	3	1	8	1.7	0	-7
19	O=C1CC2(CCN(C(=O)c3cccc(Cl)c3)CC2)Oc2ccccc21	-1	0	-11	-5	-9	-6	2	-1.1	-1	-4
20	COc1ccc(C(C)=O)cc1CN1C(=O)NC(c2ccccc2)(c2ccccc2)C1=O	-2	7	-7	-1	1	-1	-5	-1.9	4	-2
21	CC(C)(C)NC(=O)C(c1cccs1)N(C(=O)c1csnn1)c1ccccc1F (configuration not stated)	2	-1	5	-2	-1	-5	-1	-1.6	0	3
22	O=C(COC(=O)c1ccc2ccccc2n1)NC1CCCCC1	-6	1	3	0	-6	-7	3	1.5	-12	-4
23	COc1ccccc1NC(=O)CSc1ncc(CO)n1Cc1ccc(F)cc1	3	0	4	0	-1	-3	0	0.2	9	1
24	Cc1ccc(Sc2ncnc3onc(C)c23)cc1	-1	-1	-6	2	-1	1	8	-1.2	-2	5
25	Cc1cc(NS(=O)(=O)c2ccc(NC(=S)NC(=O)c3ccc(F)cc3Cl)cc2)no1	-2	-3	6	0	2	33	-2	0.9	7	-9

The list goes on (two carried over from the part before).
item	SMILES	HTRA1 inh	Rev-erbA mod	TDP2 absorb	mABHD4 FP	LEDGF integ inh	rCAG RNA binder	PRMT1 FP inh	PG9 binder	SIAE inh	TCR-CD3 inh
24	Cc1ccc(Sc2ncnc3onc(C)c23)cc1	-1	-1	-6	2	-1	1	8	-1.2	-2	5
25	Cc1cc(NS(=O)(=O)c2ccc(NC(=S)NC(=O)c3ccc(F)cc3Cl)cc2)no1	-2	-3	6	0	2	33	-2	0.9	7	-9
26	COc1cc(N2CCC(O)CC2)ccc1Nc1cc(Nc2ccccc2S(=O)(=O)C(C)C)c2cc[nH]c2n1	.	7	1	29	-6	22	6	-3.6	16	-4
27	CCCCNC(=O)c1cc2cccc([N+](=O)[O-])c2[nH]1	-4	-2	-1	-6	2	6	-6	-2.5	1	-13
28	Cc1ccc(CNC(=O)CCNC(=O)N2CCn3c2nc2ccccc23)cc1	5	4	10	2	-3	-3	-4	-1.3	4	17
29	CCCCC1(C)OC(=O)C(=Cc2ccc(N(CC)CC)cc2)C(=O)O1 (configuration not stated)	-26	0	-7	-52	-3	8	5	3.4	-88	-16
30	O=C(Nc1ccc2nn(-c3ccccc3)nc2c1)c1ccc(Br)o1	-39	37*	-5	-3	-4	8	-2	-11	-41	6
31	COc1ccc(/C=N/c2c(-c3ccco3)nc3ccccn23)cc1OC	26	-3	5	44*	10	6	17	-35	25*	5
32	COc1cc(CNCc2ccncc2)ccc1OCC(N)=O	-1	-1	7	-3	5	0	3	-1.3	3	3
33	CSCCC1(C(=O)O)NC(c2ccccc2O)C2C(=O)N(C(C)C)C(=O)C21 (configuration not stated)	1	-5	-1	-2	4	2	-4	-3.5	6	-4
34	CSc1ccc(C(=O)C2CCCN(C(=O)c3cc4cc(F)ccc4[nH]3)C2)cc1 (configuration not stated)	-24	12	5	-15	0	-2	-1	-0.6	-2	2
35	COC(=O)Cn1cnc2sc(C)c(S(=O)(=O)N3CCN(c4ccccc4OC)CC3)c2c1=O	4	2	-16	-2	4	2	-3	-3.0	-8	-2
36	C=CCN(CC=C)CCCOc1ccc(C)cc1OC	10	-1	16	5	-1	-8	4	-1.0	-4	-6
37	NC(=O)/C(N=Nc1ccccc1)=N/Nc1ccccc1	3	8	-6	14	-1	4	1	-1.7	12	-3
38	CC(=O)Oc1c(-c2ccco2)oc2ccccc2c1=O	11	6	-2	4	7	10	-6	-0.7	1	-1
39	O=C(O)CC1(CC(=O)Nc2cccc(C(F)(F)F)c2)CCCC1	-1	4	-14	0	6	3	-5	-1.5	0	-1
40	O=C(NC1CCCC1)c1ccc(Cl)c(S(=O)(=O)N2CCOCC2)c1	0	-2	0	8	2	-4	1	-1.3	2	-4
41	COc1cc(-c2[nH]nc3c2C(c2ccco2)C(C#N)=C(N)O3)cc(OC)c1OC (configuration not stated)	-3	1	42*	-4	16*	7	-3	-2.4	0	-6
42	O=C(O)CCC(=O)N1CCN(c2nc3ccccc3s2)CC1	5	5	-2	5	1	-2	-1	1.1	-11	1
43	CC(C)C(NC(=O)Cc1ccccc1)C(=O)N1CCN(c2cccc(Cl)c2)CC1 (configuration not stated)	2	-2	-23	-13	-5	-9	8	0.9	-2	1
44	S=C(NCc1ccc(Cl)cc1)OC1CCC12CCC(c1ccccc1)CC2 (configuration not stated)	.	-1&7	8&8	-20&-17	-1&0	8&7	1&2	.	-8&-4	.
45	CCCCCn1nnnc1C1(C)CCCCC(=O)N1Cc1ccco1 (configuration not stated)	.	0	0	1	6	1	-4	.	-4	.
46	CCCC(=O)N1CCCC(c2nc(-c3cccc(OC)c3)no2)C1 (configuration not stated)	3	-5	-8	-4	0	-8	1	2.0	-1	-3
47	CCNC(=O)c1ccc(NC(=O)CC2SC(N3CCCC3)=NC2=O)cc1 (configuration not stated)	4	1	9	0	2	-3	0	0.5	7	-7
48	Cc1cccc([N+](=O)[O-])c1C(=O)O	3	-5	6	0	-2	0	10	-0.1	3	-2
49	O=C(Cn1c(=O)n(CCCC(=O)NC2CCCC2)c(=O)c2ccccc21)NCCC1=CCCCC1	2	-8	5	8	3	-3	0	0.5	-1	-4
50	CCOC(=O)c1c(S(=O)(=O)NCC(=O)Nc2cccc(C)n2)c(C)n(C)c1C	6	-2	-20	-1	-1	-1	3	-0.3	-3	1
51	CCCN(CCC)C(=O)Cn1c(=O)n(CCCCC(=O)NCc2ccco2)c(=O)c2ccccc21	5	-6	2	-3	-1	-7	1	0.4	6	2
52	Cc1noc(C)c1COC(=O)CCC(=O)c1ccc(F)cc1	4	-1	2	-1	-1	-6	0	0.8	1	6
53	Cc1ccc(C)c(NC(=O)CN(C)C(=O)C2CCN(C(=O)Nc3ccccc3)CC2)c1	6	-2	-1	3	-3	-4	2	-0.2	-2	-2
54	Cc1ccc2c(=O)n3c(nc2c1)C(CC(C)C)NC(=O)c1ccc(Cl)cc1-3 (configuration not stated)	.	-5	3	-5	0	3	-2	-3.1	4	8
55	O=C(CCNS(=O)(=O)c1ccc(Br)s1)NCc1ccc2c(c1)OCO2	-4	-2	-5	-1	1	-1	-1	-3.9	-3	1
56	O=C(NCc1ccccc1)c1ccc2c(=O)n(CC3CCCO3)c(=S)[nH]c2c1 (configuration not stated)	-8	-4	-3	-9	4	-2	1	-0.7	0	-6
57	CCSc1nnc2ccc(-c3ccc(OC)c(OC)c3)nn12	5	-6	-10	-3	3	0	-2	-1.3	2	1
